Compound activity from PubChem BioAssay.
ALOX12 inh = ALOX12 (human) lipoxygenase inhibition; P18054; purified 12hLO, xylenol orange hydroperoxide absorbance; 1.1% of 580,000 active; Potency, µM (top dose mostly 108 µM), inactives show at the top dose activity change, negative = inhibition, actives largely listed as inhibitors; active = well fitted inhibition curve with a large enough effect; inconclusive = small, poorly fitted or top-dose-only effect, or another doubt; inactive = no such curve, though single readings can be large or run the other way
Target sequence (P18054 whole entry, looked up): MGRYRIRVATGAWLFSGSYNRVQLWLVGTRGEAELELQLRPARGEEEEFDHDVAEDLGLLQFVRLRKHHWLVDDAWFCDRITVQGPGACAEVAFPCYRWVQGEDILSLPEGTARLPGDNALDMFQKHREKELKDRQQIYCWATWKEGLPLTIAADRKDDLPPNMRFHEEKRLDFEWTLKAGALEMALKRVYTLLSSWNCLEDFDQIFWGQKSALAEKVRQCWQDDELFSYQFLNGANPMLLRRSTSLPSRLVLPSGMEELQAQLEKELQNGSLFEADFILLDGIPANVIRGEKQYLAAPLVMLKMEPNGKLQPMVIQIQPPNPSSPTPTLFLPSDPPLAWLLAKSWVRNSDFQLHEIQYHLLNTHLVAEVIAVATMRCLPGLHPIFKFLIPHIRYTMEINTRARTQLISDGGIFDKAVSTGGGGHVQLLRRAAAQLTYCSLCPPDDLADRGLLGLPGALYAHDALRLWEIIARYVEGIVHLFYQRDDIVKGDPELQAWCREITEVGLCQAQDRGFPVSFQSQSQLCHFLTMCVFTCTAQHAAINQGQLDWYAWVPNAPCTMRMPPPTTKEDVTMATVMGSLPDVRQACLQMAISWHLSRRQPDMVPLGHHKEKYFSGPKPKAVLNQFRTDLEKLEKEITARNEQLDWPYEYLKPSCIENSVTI
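Purified human 12hLO at 150 nM in 25 mM Hepes, 0.01% Triton X-100, pH 7.0, preincubated 15 min at room temperature with compound. Reaction started with 40 uM arachidonic acid, 30 min at room temperature. Hydroperoxide measured by Fe-xylenol orange, 573/405 nm absorbance ratio.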
* hit, by the source's call; ? = inconclusive; [ ] = dose if it differs, or a comment. % is scaled to controls: 0 for no effect and ±100 for the full control effect; potency is read from the fitted curve at half-maximal effect. Some of the compounds tested (hit frequency here may not be typical).

ALOX12 inh | molecule
12.6µM* | Cc1cccc(C)c1NC(=O)C(c1ccc(-c2ccccc2)cc1)n1c(=O)c(-c2ccco2)nc2ccccc21 (stereo not drawn)
24.0% | Cc1ccc(S(=O)(=O)NC2CCN(S(C)(=O)=O)CC2)cc1
29.8% | CC(C)CC(=O)N1CCC2(CC1)CN(c1ccccc1)C2=O
-4.9% | CCOC(=O)CN1C(=O)C(O)(CC(=O)c2cccnc2)c2ccccc21 (stereo not drawn)
43.3%[activator] | COc1ccc(C(=O)N2CCCCCCN(C)C(=O)[C@@H]3CCC[C@@H]32)c(OC)c1
-42.6% | O=C(CCc1c[nH]c2ccccc12)NC1(c2ccccc2)CCC1
17.5% | CCOc1ccccc1CN1CCN(Cc2nccn2CC)CC1CCO (stereo not drawn)
-10.8% | C=CCc1cc(/C=C2/NC(=O)NC2=O)cc(OCC)c1OCc1ccc(C(=O)O)cc1
3.4% | O=C(C1CCC1)N1C[C@@H]2CC[C@H](C1)N(C(=O)Nc1ccc(F)c(F)c1)C2
5.2% | Cc1cc(C(C)(C)C)cc(C)c1CCNC(=O)c1n[nH]c(=O)c2ccccc12
26.8% | Cc1nc(N2CCN(C(=O)c3ccc(Cl)cc3)CC2)cc(C(F)(F)F)n1
11.2µM* | O=C(NS(=O)(=O)NC(=O)c1ccccc1)c1ccccc1
12.1% | CN(Cc1cccc(-c2nn[nH]n2)c1)C(=O)c1ccc(C2CCCNC2)cc1 (stereo not drawn)
37.9%[activator] | COc1cccc(CCC(=O)NC2CCN(c3cc(-c4ccccc4)[nH]n3)CC2)c1
8.91µM* | Cc1cccc2c(C(=O)O)cc(-c3ccco3)nc12
-43.9% | C/C(=N\O)C1=CC(C)(C)CCC1
55.1%[activator] | O=C1NC2(CCCN(C(=O)c3ccc4c(c3)OCO4)C2)Oc2ccccc21 (stereo not drawn)
27.4% | CC(CCCC(C)(C)O)n1cnc(-c2ccccc2)c1-c1ccc(CO)o1 (stereo not drawn)
23.2% | COC(=O)[C@H](Cc1ccc(OC)cc1)NC(=O)[C@H]1CN(C(C)=O)CCN1S(=O)(=O)c1ccccc1
-21.0% | Cn1c(C=O)ccc1-c1ccc(Cl)cc1
26.7% | COCCn1c(SCc2ccccc2F)nnc1-c1ccccc1
-3.3% | COc1cccc(C(=O)N2CCC(C(=O)c3ccc4c(c3)OCCO4)CC2)c1OC
-27.8% | Cc1cccc(-c2nc3cc(NC(=O)c4ccc(C)c([N+](=O)[O-])c4)ccc3o2)c1
-15.8% | C=CCOC(=O)Nc1nc2c(s1)C[C@@H]1[C@](C)(CO)[C@H](O)CC[C@@]1(C)[C@@H]2CC(=O)NC1CCCCC1
? | COc1ccc(-c2nc(Cc3ccccc3Cl)no2)cc1OC
? | O=C1CCC2(CCNCC2)CCN1Cc1ccccc1
-0.1% | COc1ccc(NC(=O)CC2CCCCN(Cc3ccccc3)C2=O)c(C)c1 (stereo not drawn)
33.4%[activator][176 µM] | COc1ccc(C(=O)Nc2ccc([C@H]3OCC(=O)N[C@@H]3CO)cc2)cc1
? | Cc1ccc(N2CCN(C(=O)c3nn(C)c4c3CCc3sccc3-4)CC2)c(C)c1
18.0% | COc1cc(Cl)c(C)cc1NC(=O)CSc1nnc(CN2CCCC2)n1-c1ccccc1
23.8% | COc1ccccc1CNC(=O)c1cn(C)c2ccc(S(=O)(=O)N3CCCCC3)cc2c1=O
-19.6% | CC(=O)O[C@@H]1C=C[C@@H](C#Cc2ccc(C(C)(C)C)cc2)O[C@@H]1COC(=O)NC(C)C
4.8% | CC[C@H]1CN(C(=O)Nc2cccc(C(F)(F)F)c2)CC[C@H]1CC(=O)N[C@@H](CO)CC(C)C
29.2% | CCN1CCN(C(=O)c2ccc(N3CC4CC(C3)[C@H]3CCCC(=O)N3C4)nc2)CC1 (stereo partly drawn)
-5.5% | O=C(c1cccc(Cl)c1)N1CCC(N(C(=O)C2CC2)C2CCOCC2)CC1
? | CC(C)c1ccc(NC(=O)c2cc3ccccc3oc2=O)cc1
2.2% | CCN(C(=O)CC1COc2ccc(C(=O)N(C)C)cc2N1C)C1CC1 (stereo not drawn)
-14.3%[176 µM] | COCC(=O)N[C@H]1C[C@@H](Cc2cc(CN(C)Cc3ccccc3)on2)C1(C)C
-3.1% | COc1cccc(-c2cc(C(=O)NCCc3cccs3)[nH]n2)c1
2.2% | CCC(C(=O)NC(C)(C)C)n1c(-c2ccc3c(c2)OCO3)nc2ccccc21 (stereo not drawn)
7.4% | C[C@]1(CO)[C@H]2Cc3sc(NC(=O)c4ccc(F)cc4)nc3[C@@H](CC(=O)NC3CC3)[C@]2(C)CC[C@H]1O
-1.9% | O=C(OCC#CCSc1nc2ccccc2s1)c1cccc2ccccc12
? | CCCNC(=O)N1CC(=O)N2[C@H](CO)[C@@H](c3ccc(Br)cc3)[C@@H]2C1
? | O=C(N[C@H]1CCN2C(=O)c3cc(-c4ccc(F)cc4F)ccc3NC(=O)[C@H]12)c1cnccn1
34.9%[activator] | CCc1ccc(OCCN)cc1
-4.7% | CCOc1ccccc1C(=O)N1CCN(C(=O)c2nnn3c2COC(c2ccccc2)C3)CC1 (stereo not drawn)
52.2%[activator] | OC[C@@H]1CN(Cc2cccnc2)C[C@H]1c1ccncc1
49.3%[activator] | COc1ccc(-c2noc([C@@H]3CCCN3C(=O)Cc3cccc(F)c3)n2)cc1OC
4.3% | O=C1CCC(CCC(=O)N[C@@H]2COCC[C@@H]2Oc2ccc(F)cc2)=NN1
? | CCc1cccc2c(C3=CCN(C(=O)CC(C)C)CC3)c[nH]c12
6.1% | CC(C)COc1cc(=O)n2c(c1C(=O)N1CCOCC1)CCCCC2
1.8% | Cc1ccc(C)c(COC(=O)c2ccc3c(c2)NC(=O)CS3)c1
16.5% | Cc1cnc(C2CCOCC2)n1CC1CCN(C(=O)CC2CCCC2)CC1
3.0% | CCOC(=O)c1cnc(Nc2ccc(C)cc2)c2ccccc12
64.8%[activator] | CCc1noc(-c2cccn3c(CNC(=O)Cc4ccc(Cl)cc4)nnc23)n1
24.6% | O=C(CN1C(=O)COc2ccc(C(=O)COc3ccccc3F)cc21)NCc1ccco1
? | Cc1ccc(CNC(=O)CN2C(=O)NC3(CCC(C)CC3)C2=O)cc1 (stereo not drawn)
25.2% | Fc1cccc(CN2CCC(Oc3ccc(-c4noc(C5CC5)n4)cc3)C2)c1 (stereo not drawn)
58.6%[activator] | CC(C)(O)CCc1cccc(C(=O)NCc2nc3ccccc3o2)c1
10µM* | CC(=O)NCc1ccc(-c2csc(Nc3cccc(C(F)(F)F)c3)n2)o1

Next records follow:
ALOX12 inh | molecule
17.9% | CCOC(=O)c1ccc(Oc2coc3cc(OC(=O)N4CCOCC4)ccc3c2=O)cc1
27.7% | Cc1ccc(NC(=O)C2Cn3cccc3C(=O)N2C)cc1 (stereo not drawn)
0.4% | C=C1N(S(=O)(=O)C(F)(F)F)CCC12CN(S(=O)(=O)c1ccc(C)cc1)c1ccccc12 (stereo not drawn)
-25.0% | CCOc1ccc(Nc2nc3c(S(=O)(=O)c4ccc(CC)cc4)nnn3c3ccsc23)cc1
3.4% | Nc1nnnn1NCc1cc(Cl)ccc1OCc1ccc(F)cc1Cl
0.5% | O=C(CCC1CCCC1)NC1CCN(C(=O)N2CC3CC(C2)[C@H]2CCCC(=O)N2C3)CC1 (stereo partly drawn)
8.1% | O=C1NCCCCCN(S(=O)(=O)c2cccs2)[C@H]2CCCC[C@@H]12
30.9%[activator] | O=C(Nc1cccc(-n2cccn2)c1)C1CCCN1C(=O)CC1CC1 (stereo not drawn)
? | COc1ccccc1C(=O)Nc1ccc2oc(-c3cccc(F)c3)nc2c1
0.0% | CSc1nnc(NC(=O)c2cc(=O)c3cc(Cl)cc(Cl)c3o2)s1
55.3%[activator] | CCN(CC)C(=O)C(NC(=O)c1cccc(C)c1)C1CCN(C(=O)C2CC2)CC1 (stereo not drawn)
? | CSc1ccccc1C(=O)Nc1c(F)cc(F)cc1Br
33.7% | O=C(Cc1ccccc1)N1CCCC(c2noc(COc3ccccc3F)n2)C1 (stereo not drawn)
-0.1% | Cc1ccc(-n2ncc3c(NNC(=O)C4CCCCC4)ncnc32)cc1
? | O=C(c1cc(F)cc(F)c1)N1CCC(CCc2ccc(O)cc2)CC1
12.3% | O=C(NCc1ccncc1)C1CCN(C(=O)c2ncn3c2COC(c2ccc(F)cc2)C3)CC1 (stereo not drawn)
17.5% | Cc1cccc(C(=O)N2CCOc3ccc(CN(C)Cc4cc(C5CC5)n[nH]4)cc3C2)n1
-5.6% | O=c1c(-c2cccs2)nc2cnc(Nc3ccccc3)nc2n1C[C@H]1CCCO1
0.7% | CNC(=O)NC(=O)CN(C)C1CCCC1
? | COC(=O)c1ccc(NC(=O)C2CCN(c3oc(-c4ccco4)nc3C#N)CC2)cc1
0.9% | COCCOC1CCOC2(CCN(C(=O)c3nccc4ccccc34)CC2)C1 (stereo not drawn)
13.6% | COc1cc(OC)cc(-c2nc(C3CC(=O)N(c4ccc(Cl)cc4)C3)no2)c1 (stereo not drawn)
-24.5%[176 µM] | Cc1cc(Cl)ccc1-n1nc(C)c([C@@H]2C=C[C@@H](NC(=O)CCC(=O)O)C2)c1C
2.0% | CCOC(=O)c1c(C)c(C(=O)Nc2ccc(C)c(F)c2)c(C)n1C
21.9% | CN(Cc1ccc(Oc2ncccn2)cc1)CC1CCN(CCc2ccc(F)cc2)CC1
-21.4% | c1ccc(-c2nc(CN3CCCC3c3cccs3)co2)cc1 (stereo not drawn)
21.1% | CC(=O)NCC12CCCC=C1N(C)C(=O)CC2 (stereo not drawn)
18.1% | CN(CCc1ccccc1)[C@@H]1[C@H](O)[C@H](CO)O[C@@H]1CNC(=O)c1cccc(F)c1
? | CNC(=O)CN(C)C(=O)c1ccc(N2CCNCC2)c(NS(=O)(=O)c2ccc(C(C)C)cc2)c1
36.8%[activator] | CN(CC1(C)CCOCC1)C(=O)c1ccc(C#N)cc1
-21.9% | CCOc1ccc(C(=O)NC2CCCN(c3cc(-c4ccc(F)cc4)[nH]n3)C2)cc1OCC (stereo not drawn)
-6.3% | CN1C(=O)C(c2cn(C)c3ccccc23)(c2cn(C)c3ccccc23)c2cc(F)ccc21
-8.0%[6.33 µM] | CN1CC(=O)N(C2CCNC2)Cc2c(NCC(C)(C)C)ncnc21 (stereo not drawn)
-0.4% | CCOc1ccc(CC(=O)N2CCN(c3cc(-c4ccc(Cl)cc4)[nH]n3)CC2)cc1
? | Cc1ccc(NC(=O)c2cc(-c3ccc[nH]3)n[nH]2)cc1C
-2.4%[176 µM] | COC[C@H]1CCCN1C(=O)CC[C@H]1CNC(=O)[C@@H]2[C@@H](CCN2Cc2ccccc2)N1C
-0.5% | Cc1oc(-c2ccccc2)nc1CC(=O)NCC(C)N1CCOCC1 (stereo not drawn)
-0.6% | C=CCN(Cc1ccccc1OC)C(=O)c1cnn(CCC)c1C
2.6% | CC1CCN(Cc2nnnn2CC(=O)N(C)Cc2ccccn2)CC1
? | CC(=O)N1CCC2(CC1)Oc1ccc(Br)cc1C1CC(c3ccc(Cl)cc3)=NN12 (stereo not drawn)
? | COc1cccc(CN2CCCCC23Cc2ccccc2CNC3=O)c1 (stereo not drawn)
? | C/C(=N/Nc1ccc(S(N)(=O)=O)cc1[N+](=O)[O-])c1cccc(Cl)c1
? | N#CCCN1CCN(c2ccc(C(=O)O)cc2NS(=O)(=O)c2ccc(F)cc2)CC1
? | COc1ccccc1-c1noc2nc(N(C)Cc3ccc(F)cc3)ccc12
27.0% | CCS(=O)(=O)Nc1ccc(C2(C(=O)NCc3ccccc3)CCCCC2)cc1
32.7% | Cc1ccc(C2Cn3nnc(-c4noc(-c5nn(C)c6ccccc56)n4)c3CO2)cc1 (stereo not drawn)
125.6%[activator] | O=C1NCCCCCN(Cc2cccnc2)[C@@H]2CN(C(=O)C3CCCCC3)CC[C@@H]12
29.7% | CCOC(=O)/C(C#N)=C\NC(C)=O
20.8% | Cc1ccc(-c2nc(-c3nnn4c3COC(c3ccc(Cl)cc3)C4)no2)s1 (stereo not drawn)

Some of the entries above, set out differently:
structure | ALOX12 inh
COC[C@H]1CCCN1C(=O)CC[C@H]1CNC(=O)[C@@H]2[C@@H](CCN2Cc2ccccc2)N1C | -2.4%[176 µM]
Cc1oc(-c2ccccc2)nc1CC(=O)NCC(C)N1CCOCC1 (stereo not drawn) | -0.5%
C=CCN(Cc1ccccc1OC)C(=O)c1cnn(CCC)c1C | -0.6%
CC1CCN(Cc2nnnn2CC(=O)N(C)Cc2ccccn2)CC1 | 2.6%
CC(=O)N1CCC2(CC1)Oc1ccc(Br)cc1C1CC(c3ccc(Cl)cc3)=NN12 (stereo not drawn) | ?
COc1cccc(CN2CCCCC23Cc2ccccc2CNC3=O)c1 (stereo not drawn) | ?
C/C(=N/Nc1ccc(S(N)(=O)=O)cc1[N+](=O)[O-])c1cccc(Cl)c1 | ?
N#CCCN1CCN(c2ccc(C(=O)O)cc2NS(=O)(=O)c2ccc(F)cc2)CC1 | ?
COc1ccccc1-c1noc2nc(N(C)Cc3ccc(F)cc3)ccc12 | ?
CCS(=O)(=O)Nc1ccc(C2(C(=O)NCc3ccccc3)CCCCC2)cc1 | 27.0%
Cc1ccc(C2Cn3nnc(-c4noc(-c5nn(C)c6ccccc56)n4)c3CO2)cc1 (stereo not drawn) | 32.7%
O=C1NCCCCCN(Cc2cccnc2)[C@@H]2CN(C(=O)C3CCCCC3)CC[C@@H]12 | 125.6%[activator]
CCOC(=O)/C(C#N)=C\NC(C)=O | 29.7%
Cc1ccc(-c2nc(-c3nnn4c3COC(c3ccc(Cl)cc3)C4)no2)s1 (stereo not drawn) | 20.8%

Some of the entries so far, as labelled records.
molecule: CCOc1ccc(CC(=O)N2CCN(c3cc(-c4ccc(Cl)cc4)[nH]n3)CC2)cc1
  ALOX12 inh = -0.4%
molecule: Cc1ccc(NC(=O)c2cc(-c3ccc[nH]3)n[nH]2)cc1C
  ALOX12 inh = ?
